tim10-1 inh – inhibits growth of tim10-1 mutant yeast | S. cerevisiae tim10-1 ts strain growth, BacTiter-Glo, 24 h | inhibition, % at 20 µM | 330,000 compounds, 2.2% hits | AID 463190;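 active = inhibition of at least 40%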;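 also: mutant grown at 25 °C; 0% = DMSO wells with yeast and 100% = wells holding no yeast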
697 NFkB inh – inhibitors of the PMA/ionomycin-induced NF-kB reporter in 697 B cells. 697 B-cell NF-kB luciferase reporter, 16 h. 330,000 compounds, 0.33% hits. inhibition, % at 4 µM; in the data active = inhibition above about 35%
Jurkat NFkB inh – lowers PMA/ionomycin-induced NF-kB signal in Jurkat cells | 330,000 compounds, 0.53% hits | PMA/ionomycin-induced NF-kB luciferase reporter, luminescence | inhibition, % at 4 µM; in the data active = inhibition above about 50%
Mdm2-MdmX inh – disrupts the human Mdm2-MdmX interaction | O15151+Q00987 | SaOS-2 split-luciferase Mdm2/MdmX complementation, luminescence | inhibition, % at 8 µM | 330,000 compounds, 3% hits;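 active = inhibition of at least 50% at 8 µM in the primary screen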
Target sequence (O15151 whole entry, looked up): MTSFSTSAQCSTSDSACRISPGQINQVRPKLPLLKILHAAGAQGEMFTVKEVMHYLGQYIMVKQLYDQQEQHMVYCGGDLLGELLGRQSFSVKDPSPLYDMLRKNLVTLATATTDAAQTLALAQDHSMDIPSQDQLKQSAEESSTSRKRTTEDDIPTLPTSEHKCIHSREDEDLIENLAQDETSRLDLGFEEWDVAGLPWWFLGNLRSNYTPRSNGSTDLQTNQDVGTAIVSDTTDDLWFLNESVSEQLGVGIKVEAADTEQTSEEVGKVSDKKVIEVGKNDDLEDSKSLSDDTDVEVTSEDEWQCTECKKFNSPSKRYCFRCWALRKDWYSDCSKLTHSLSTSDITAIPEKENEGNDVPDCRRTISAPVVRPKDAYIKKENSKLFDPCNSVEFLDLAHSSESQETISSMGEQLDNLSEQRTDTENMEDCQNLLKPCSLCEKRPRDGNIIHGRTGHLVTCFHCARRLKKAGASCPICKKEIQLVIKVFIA
Target sequence (Q00987 whole entry, looked up): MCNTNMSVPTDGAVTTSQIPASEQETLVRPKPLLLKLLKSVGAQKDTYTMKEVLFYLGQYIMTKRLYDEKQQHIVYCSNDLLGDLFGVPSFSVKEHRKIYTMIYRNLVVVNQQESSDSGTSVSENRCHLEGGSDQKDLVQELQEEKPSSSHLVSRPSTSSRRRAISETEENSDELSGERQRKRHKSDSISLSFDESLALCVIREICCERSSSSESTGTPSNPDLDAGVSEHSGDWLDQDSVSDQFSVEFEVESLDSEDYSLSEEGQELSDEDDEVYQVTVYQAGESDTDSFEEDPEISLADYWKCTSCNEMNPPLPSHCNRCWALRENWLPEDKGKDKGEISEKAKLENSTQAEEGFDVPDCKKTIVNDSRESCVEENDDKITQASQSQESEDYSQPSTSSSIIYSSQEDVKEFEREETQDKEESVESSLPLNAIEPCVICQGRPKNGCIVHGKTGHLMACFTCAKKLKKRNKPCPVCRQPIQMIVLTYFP
XBP1 UPR activ – activators of adaptive arm of unfolded protein response (XBP1) | 330,000 compounds, 0.33% hits | CHO-XBP1 luciferase reporter, IRE1-XBP1 UPR activation, luminescence; percent of tunicamycin response, DMSO as zero | activation, % at 20 µM;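 active = versus positive control, 20 µM dose yields 30% or more activation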;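 also: 100% = tunicamycin at 10 µg/mL and 0% = DMSO only wells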
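Test system: CHO-XBP1 luciferase reporter cells | Buffer or medium: Serum-containing F12 medium, 10% FBS | Schedule: 6 h compound exposure at 37 °C, 5% CO2 | Detection: Steady-Glo luciferase glow luminescence, 10 min after reagent addition | Read-out basis: Activation, % of tunicamycin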
tim23-1 inh – inhibits growth of tim23-1 mutant yeast; inhibition, % at 20 µM; S. cerevisiae tim23-1 growth, BacTiter-Glo luminescence, 24 h; 330,000 compounds, 1.3% hits;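 active = growth inhibition of the mutant yeast at or above 50%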;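 also: temperature-sensitive mutant grown at 25 °C; plate controls were DMSO-treated mutant yeast for no effect and medium wells lacking yeast for full effect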
CHOP UPR activ – apoptotic UPR (CHOP) activation; CHO-CHOP luciferase reporter, luminescence; percent of tunicamycin response over DMSO baseline; activation, % at 10 µM; 330,000 compounds, 0.34% hits; AID 449763;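 active = at 10 µM dose, activation of 40% or more, normalized to positive control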;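 also: 100% = tunicamycin at 10 µg/mL and 0% = DMSO alone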
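assay system = CHO CHOP reporter cells | amount = 500 CHO-CHOP cells per well | buffer or medium = F12 with 10% FBS | incubation = 16-18 h cell attachment, then 6 h compound exposure, 37 °C | detection = luminescence read with Steady-Glo | read-out = percent activation relative to tunicamycin control | controls = tunicamycin high control, DMSO low control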
TIM10 inh – inhibits growth of TIM10 yeast strain; S. cerevisiae TIM10 strain growth, BacTiter-Glo luminescence, 24 h; inhibition, % at 10 µM; 330,000 compounds, 1.4% hits;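 active = inhibition of 40% or more at the single tested concentration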;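 also: wild-type TIM10 isogenic control strain grown at permissive 25 °C; 0% = DMSO yeast wells and 100% = minimal medium wells without yeast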
Numbers without * were called inactive; / = no result given.

SMILES	tim10-1 inh	697 NFkB inh	Jurkat NFkB inh	Mdm2-MdmX inh	XBP1 UPR activ	tim23-1 inh	CHOP UPR activ	TIM10 inh
COc1ccccc1CNC(=O)c1nn(-c2ccc(C)cc2)c(=O)c2c1c1ccccc1n2C	-2.0	-7.3	-1.5	79.1*	-0.2	-1.0	0.1	5.0
CCOC(=O)CSc1nc2ccsc2c(=O)n1C1CCN(C(=O)OCC)CC1	23.3	-60.5	-9.0	-5.6	2.0	27.4	-0.5	30.6
Cc1cccc(NC(=O)CCC(=O)N/N=C/c2ccncc2)c1	-2.7	11.1	-1.3	15.7	1.4	-2.2	-0.9	-9.4
O=C(NCC1CCN(c2ccc(S(=O)(=O)N3CCOCC3)cc2)CC1)c1cccc(Cl)c1	19.3	-9.1	17.7	4.8	-2.1	26.5	2.2	24.9
Cc1c(Cl)ccc2sc(NC(=O)CN3C(=O)c4ccccc4C3=O)nc12	1.5	16.6	-5.7	-0.4	-0.5	-5.9	-0.4	1.0
CCOc1cc(/C=C(/NC(C)=O)C(=O)O)cc(Cl)c1OCc1ccc(Br)cc1	18.2	6.0	-1.1	-18.3	-0.8	5.8	-0.2	-3.2
CC1=NN(c2ccc(C)c(C)c2)C(=O)/C1=C/c1ccc2c(c1)n(C)c(=O)n2C	-2.8	9.1	10.8	20.7	-1.8	28.7	1.5	5.1
COc1ccc(-c2c(-c3ccc(OCC(=O)NN)cc3O)n[nH]c2C(F)(F)F)cc1	12.6	13.9	-9.5	-10.0	0.2	7.8	-0.2	15.6
COc1ccc(NC(=O)CSc2nnc(C3CCCCC3)n2N)c(OC)c1	16.0	6.2	13.4	17.3	-4.2	-1.5	0.1	-9.1
OC(CN1CCN(c2ncc(C(F)(F)F)cc2Cl)CC1)c1ccccc1 (stereo not drawn)	-47.9	1.6	-18.1	-4.7	-3.9	-137.0	3.2	-36.8
O=C(O)CCCC(=O)N1CCN(C(c2ccccc2)c2ccccc2)CC1	10.4	9.2	-3.2	14.0	-0.2	8.2	0.2	3.9
Cc1ccc(F)cc1NC(=O)Cc1nn(C)c(=O)c2ccccc12	-5.3	-29.1	25.7	34.3	-3.6	9.5	1.5	1.9
NC(=O)c1ccc(Oc2ccc(-c3nnco3)cc2)c([N+](=O)[O-])c1	22.6	10.5	12.4	8.4	3.6	22.8	1.2	-1.7
COc1ccccc1[C@@H]1C(c2cccc(C)c2)=NN(c2ccccc2)[C@H]1C(=O)N1CCOC1=O	12.1	-4.0	-7.5	28.6	-2.8	16.7	0.0	3.5
Cc1nc(N2CCN(C(=O)c3cccs3)CC2)c2c3c(sc2n1)CCCC3	6.8	-3.8	-5.6	31.7	6.3	35.6	0.6	13.2
O=C1Nc2ccc(S(=O)(=O)N(CCO)CCO)c3cccc1c23	-19.5	1.0	0.3	7.3	-5.1	2.3	-1.9	-15.1
CCOc1ccc(C(=O)NC(C(=O)N2CCC2)C(C)C)cc1 (stereo not drawn)	0.2	14.2	9.1	5.9	-2.5	-7.8	0.0	-5.7
Clc1ccc(C(c2ccccc2)N2CCN(c3ccccn3)CC2)cc1 (stereo not drawn)	10.7	1.5	-2.4	-5.9	-1.8	20.5	0.2	10.1
CN(C)c1ccc(NC(=O)CN2CCN(CC(=O)Nc3ccc(F)cc3)CC2)cc1	8.0	-16.4	-7.9	-6.4	-0.9	14.2	4.1	-4.8
COc1cccc(NS(=O)(=O)c2cc3c4c(c2)CCC(=O)N4CCC3)c1	-4.5	7.4	0.6	25.1	1.5	-15.1	-0.3	12.7

Laid out differently: results already given
canonical_smiles | tim10-1 inh | 697 NFkB inh | Jurkat NFkB inh | Mdm2-MdmX inh | XBP1 UPR activ | tim23-1 inh | CHOP UPR activ | TIM10 inh
COc1ccc(NC(=O)CSc2nnc(C3CCCCC3)n2N)c(OC)c1 | 16.0 | 6.2 | 13.4 | 17.3 | -4.2 | -1.5 | 0.1 | -9.1
OC(CN1CCN(c2ncc(C(F)(F)F)cc2Cl)CC1)c1ccccc1 (stereo not drawn) | -47.9 | 1.6 | -18.1 | -4.7 | -3.9 | -137.0 | 3.2 | -36.8
O=C(O)CCCC(=O)N1CCN(C(c2ccccc2)c2ccccc2)CC1 | 10.4 | 9.2 | -3.2 | 14.0 | -0.2 | 8.2 | 0.2 | 3.9

Next section:
SMILES	tim10-1 inh	697 NFkB inh	Jurkat NFkB inh	Mdm2-MdmX inh	XBP1 UPR activ	tim23-1 inh	CHOP UPR activ	TIM10 inh
CC(C)CC(NC(N)=O)C(=O)Nc1cccc([N+](=O)[O-])c1 (stereo not drawn)	-6.1	19.5	1.6	13.5	-4.2	-3.6	-0.2	5.5
Cc1c(CCOC(=O)C23CC4(C)CC(C)(CC(C)(C4)C2)C3)sc[n+]1CC(=O)c1ccccc1	28.1	-6.8	-12.4	9.5	39.5*	20.3	-1.2	10.5
CC(C)(C)c1ccc(NC(=O)COC(=O)c2ccc(NS(=O)(=O)c3ccc(F)c(F)c3)cc2)cc1	5.3	-12.2	-3.6	10.4	-4.0	13.9	-0.7	-2.0
CSCCC(C(=O)O)N1C(=O)c2ccc(C(=O)O)cc2C1=O (stereo not drawn)	-6.3	8.7	-4.9	20.7	0.7	6.8	-0.1	-3.5
CCN(CC)C(=O)CSc1nc2ccccc2c(=O)n1OC	18.2	6.9	6.4	-16.3	-2.5	17.4	-0.2	7.3
COc1ccc(OC)c(C2C(C#N)=C(N)Oc3cc(C)n(Cc4ccccn4)c(=O)c32)c1 (stereo not drawn)	9.6	8.5	8.8	7.3	-0.3	-10.2	-2.0	-17.3
COC(=O)C1(S(=O)(=O)c2cc(Br)cc3c2N(C(C)=O)CC3)CC1	3.1	-10.7	9.1	9.6	0.3	-0.7	-1.8	5.3
COc1ccc(N2CCN(CC(=O)Nc3ccc(C)c(C)c3)CC2)cc1	17.7	7.6	5.9	22.7	-5.7	23.9	2.2	1.6
O=C(CN1CCN(c2ccc(O)cc2)CC1)NC(c1ccccc1)c1ccccc1	2.9	-25.2	1.8	8.0	1.4	0.1	2.0	12.8
COC(=O)c1sccc1NC(=O)Nc1ccccc1C	32.2	19.9	1.4	8.8	-2.1	25.6	-0.4	3.4
Nc1ncnc2c1ncn2[C@@H]1O[C@H](CNS(=O)(=O)C2CC2)[C@@H](O)[C@H]1O	12.9	-6.1	/	18.6	0.6	34.7	1.2	-3.3
Cc1nc(CN2CCN(Cc3nc(C(c4ccccc4)c4ccccc4)no3)CC2)cs1	11.8	9.8	9.2	-16.5	-2.7	-12.2	0.4	11.2
FC(F)(F)c1cc(-c2ccco2)nc(NCc2cccs2)n1	5.6	-1.6	3.3	-5.6	3.8	19.8	1.8	7.1
COc1ccc(C2C(C#N)=C(N)Nc3onc(C(C)(C)C)c32)c(OC)c1 (stereo not drawn)	7.7	-1.5	8.8	30.4	-4.8	10.3	1.5	8.9
Cc1cccc(/C=N\NC(=O)c2csnn2)c1	10.7	-94.2	-0.5	-4.4	-3.5	11.6	-1.1	-0.7
CC(C)n1c(CN2CCN(C(=O)c3ccco3)CC2)nc2c1c(=O)n(C)c(=O)n2C	12.9	-1.7	10.0	17.0	-3.6	3.6	0.9	9.7
COc1cccc(-c2nn[nH]n2)c1O	-7.1	-0.3	14.2	1.8	2.5	0.6	-0.5	-7.8
COc1ccc(S(=O)(=O)N(CC(=O)NC2CC2)C2CCCCC2)cc1Cl	16.5	14.5	-15.0	0.0	-2.2	18.1	-1.3	1.9
COc1ccc(N2CC(C(=O)Nc3cccnc3)CC2=O)cc1 (stereo not drawn)	1.2	7.4	-1.9	25.1	2.1	1.1	-1.4	-17.7
OC(c1ccccn1)C1CCN(Cc2nc(C(c3ccccc3)c3ccccc3)no2)CC1 (stereo not drawn)	20.9	-12.9	-11.4	13.8	-1.3	12.5	-3.2	16.0
O=C([C@H](Cc1ccc(O)cc1)n1cc(CCO)nn1)N1CCNCC1	2.0	0.4	9.4	9.9	-0.6	8.9	-0.7	-12.2
CCCN(CC(=O)Nc1c(C)cccc1CC)C(=O)SCC	4.0	17.2	0.4	7.4	-4.0	1.9	0.2	-7.3
N=C1C(c2ccccc2)=C(O)CN1NC(=O)c1ccccc1	13.1	14.4	8.1	2.8	-1.4	5.2	-1.0	10.1
CCS(=O)(=O)c1nc(S(=O)(=O)c2ccc(C)cc2)c(NCc2ccccn2)s1	11.6	14.3	1.2	2.3	-6.1	13.3	-1.3	1.1
COCc1c(C(N)=O)nnn1-c1nonc1N	1.2	11.8	7.6	-7.5	2.5	7.9	-0.9	9.2
CCc1nnc(NC(=O)Cn2nnc(-c3ccccc3F)n2)s1	5.5	-2.9	-4.0	4.8	0.4	4.9	-3.5	2.1
COC(=O)CSc1nc2c(c(-c3ccco3)c1C#N)CCCC2	46.6*	11.9	9.3	3.7	-1.9	31.4	3.3	24.5
Cc1ccc(S(=O)(=O)/N=C/c2ccco2)cc1	-23.9	-0.9	-14.6	13.9	-1.8	-9.1	-1.5	-25.5
Cc1csc2ncc(C(=O)N(Cc3ccccc3)c3ccccn3)c(=O)n12	17.3	-1.8	3.8	0.7	2.6	12.8	-1.4	3.9
Cc1cc(NC(=O)c2ccc(Cl)cc2)no1	12.1	-56.1	-66.9	-30.4	-0.3	6.5	3.0	17.7
Cc1ccc(C(=O)NC(CCc2ccccc2)C(=O)O)cc1 (stereo not drawn)	5.0	-0.6	/	-3.3	1.9	7.1	1.0	-21.6
c1ccc(-c2nc3ccccn3c2-c2ccccc2)cc1	20.9	-18.5	5.9	-4.9	-0.7	37.9	2.1	8.2
Cc1ccccc1OCC(=O)OCC(=O)Nc1ccc2c(c1)OCCO2	-0.2	-1.4	1.9	7.8	-2.1	9.9	-0.2	7.7
O=C(CSc1nnc(-c2ccc(F)cc2)c2ccccc12)Nc1cccc(Cl)c1	15.6	-24.9	-5.3	3.3	-0.6	18.2	3.6	18.5
Cn1c(NN)nc2sc3c(c2c1=O)CC(C)(C)OC3	21.2	0.4	4.8	20.2	-5.8	17.3	0.9	9.1
CC(C)(Cc1ccc(O)cc1)NC(=O)SCc1ccccc1	8.4	-8.3	-18.7	-6.0	-2.5	32.4	1.6	5.2
CCc1cc(C(=O)N2CCN(S(=O)(=O)c3cc(C)ccc3C)CC2)sc1C	21.0	-6.9	4.1	34.1	-1.5	38.3	0.6	4.0
Cc1ccc(N(C(=O)CNC(=O)c2ccco2)C(C(=O)NC2CCCC2)c2cccnc2)cc1 (stereo not drawn)	0.0	3.1	-6.4	2.5	-2.5	7.0	-0.6	-6.8
CC1CC(C)CN(C(=O)CSc2nc3ccsc3c(=O)n2Cc2ccccn2)C1 (stereo not drawn)	15.8	-30.2	-38.1	-30.4	-0.5	23.4	0.1	7.8
O=C(NC(=S)N1CCCCC1)c1cccnc1	20.9	-16.4	-16.8	-10.3	-0.5	1.8	-0.9	5.9

XBP1 UPR activ, what is marked active above.
| molecule | tim10-1 inh | 697 NFkB inh | Jurkat NFkB inh | Mdm2-MdmX inh | XBP1 UPR activ | TIM10 inh |
| --- | --- | --- | --- | --- | --- | --- |
| Cc1c(CCOC(=O)C23CC4(C)CC(C)(CC(C)(C4)C2)C3)sc[n+]1CC(=O)c1ccccc1 | 28.1 | -6.8 | -12.4 | 9.5 | 39.5* | 10.5 |

Next section.
SMILES	tim10-1 inh	697 NFkB inh	Jurkat NFkB inh	Mdm2-MdmX inh	XBP1 UPR activ	tim23-1 inh	CHOP UPR activ	TIM10 inh
CCOc1cccc(CN2CCC(Oc3ccc(C(=O)NCc4ccccn4)cc3)CC2)c1	16.4	11.2	15.4	21.0	-6.3	16.1	0.7	-3.0
Cc1ccc2cc(C#N)c(SCC(=O)N3CCCc4ccccc43)nc2c1	-2.7	2.9	-6.6	6.3	5.0	9.9	0.6	-4.9
Cc1cc(C(=O)Nc2ccc(S(=O)(=O)Nc3onc(C)c3C)cc2)cs1	3.8	4.2	7.9	-7.2	3.3	26.8	-0.2	-4.7
COc1ccccc1NC(=O)CN1CCN(c2ccc(Cl)cc2)CC1	8.1	26.3	10.6	18.4	0.5	6.0	-1.6	9.8
COc1cc(C(=O)NNC(=O)CNC(=O)C2CCCCC2)ccc1OC(C)C	3.3	-30.8	-23.6	-7.7	0.8	3.1	-0.3	-8.5

Screening results (PubChem BioAssay)
